# Screening results deposited in PubChem BioAssay by several laboratories.
# MBD2 inh: blocks human MBD2 binding to methylated DNA. TR-FRET, MBD2 binding to methylated oligonucleotide. inhibition, % at 4.4 µM. Q9UBB5. 370,000 compounds, 0.31% hits. AID 686964; in the data active means inhibition above about 13%
# HTRA1 inhibitor: blocks human HTRA1 serine peptidase | Q92743 | recombinant HTRA1, FP-rhodamine activity-based probe, fluorescence polarization | inhibition, % at 5.96 µM | 340,000 compounds, 0.5% hits | AID 504803; in the data active means inhibition above about 36%;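 further: 0% = enzyme with DMSO and 100% = wells lacking enzyme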
# ABHD4 inh: inhibitors of mouse ABHD4; purified mABHD4, FP-Rh probe fluorescence polarization; inhibition, % at 8.92 µM; 370,000 compounds, 0.54% hits; AID 720543;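 active means inhibition exceeding the mean over every tested compound plus 3 SD, cut at about 30% in these data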;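 further: 0% = plate median of compound wells and 100% = S159A mutant with DMSO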
#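 System: mouse ABHD4 enzyme, wild type / Medium: HEPES pH 7.0, NaCl, Pluronic buffer / Reagent: FP-Rh activity-based fluorescent probe / Control set: S159A mutant high control, sample median low control / Detection: fluorescence polarization with parallel and perpendicular emission, 525/598 nm / Schedule: 45 min + 60 min at 25 °C / Compound dosing: 8.92 µM, single dose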
# TDP2 absorb: blocks human TDP2 phosphodiesterase activity; O95551; recombinant TDP2, T5PNP hydrolysis, p-nitrophenol absorbance 415 nm; inhibition, % at 12.8 µM; 370,000 compounds, 0.34% hits;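 active means inhibition above the mean of all tested compounds plus 3 SD, set per campaign, cut at about 25% in these data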;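 further: 0% = DMSO with enzyme and 100% = buffer with substrate but no TDP2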
#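 Assay system: Recombinant human TDP2 | Quantity: 120 nM TDP2 per well | Incubation: 2 h at 37 °C | Signal: Epi absorbance | Evaluation: Percent inhibition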
# NPR2 activator: GC-B (human) receptor activation | P20594 | HEK293-GC-B cells, CNP EC30, cGMP TR-FRET; 0% at EC30 CNP, 100% saturating CNP | activation, % at 10 µM | 370,000 compounds, 0.11% hits | AID 1920062;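 active means activation at 10 µM reaching about 35% in either raw or pattern-adjusted values, limit read from the data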
# Target sequence (P20594 whole entry, looked up): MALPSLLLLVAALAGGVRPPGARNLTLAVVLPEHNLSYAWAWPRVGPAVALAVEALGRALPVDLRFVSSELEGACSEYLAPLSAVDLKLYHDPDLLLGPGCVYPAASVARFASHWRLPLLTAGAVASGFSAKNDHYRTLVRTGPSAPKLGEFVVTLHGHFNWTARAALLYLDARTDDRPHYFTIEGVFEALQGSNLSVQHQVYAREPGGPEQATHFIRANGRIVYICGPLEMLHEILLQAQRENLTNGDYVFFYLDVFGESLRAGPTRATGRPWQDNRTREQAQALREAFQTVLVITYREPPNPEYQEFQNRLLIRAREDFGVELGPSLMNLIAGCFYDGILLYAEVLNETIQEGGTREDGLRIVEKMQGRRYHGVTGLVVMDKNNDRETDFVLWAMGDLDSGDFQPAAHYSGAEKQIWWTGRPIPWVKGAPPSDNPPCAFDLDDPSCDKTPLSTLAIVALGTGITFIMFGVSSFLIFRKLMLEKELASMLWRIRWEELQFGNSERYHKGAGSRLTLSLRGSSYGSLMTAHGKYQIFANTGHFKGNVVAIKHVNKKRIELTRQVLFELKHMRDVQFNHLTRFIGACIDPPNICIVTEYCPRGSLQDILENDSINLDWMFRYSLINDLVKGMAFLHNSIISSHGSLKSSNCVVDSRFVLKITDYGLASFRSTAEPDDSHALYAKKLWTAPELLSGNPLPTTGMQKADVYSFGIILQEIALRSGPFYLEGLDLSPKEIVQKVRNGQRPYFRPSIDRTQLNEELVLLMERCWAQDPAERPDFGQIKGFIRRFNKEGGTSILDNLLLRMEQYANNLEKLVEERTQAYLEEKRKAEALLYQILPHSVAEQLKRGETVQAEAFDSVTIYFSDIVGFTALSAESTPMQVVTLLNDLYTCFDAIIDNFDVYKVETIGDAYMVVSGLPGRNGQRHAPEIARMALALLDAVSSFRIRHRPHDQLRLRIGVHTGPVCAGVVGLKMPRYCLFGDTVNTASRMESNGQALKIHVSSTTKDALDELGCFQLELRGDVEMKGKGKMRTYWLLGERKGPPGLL
# rCAG RNA binder: binds r(CAG) RNA repeats; r(CAG) RNA repeat, TO-PRO-1 dye displacement fluorescence; inhibition, % at 3 µM; AID 651821; 370,000 compounds, 1.3% hits;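 active means inhibition above the plate cutoff, the mean of all test compounds on that plate plus 3 SD, cut at about 35% in these data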;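 further: 0% = DMSO alone and 100% = 100 µM mitoxantrone as full dye displacement; higher means more dye released from RNA so lower well fluorescence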
# LEDGF integ inh: blocks HIV-1 LEDGF/p75-dependent DNA integration; 370,000 compounds, 0.64% hits; TR-FRET IN-LEDGF/p75 DNA integration, Eu/Cy5; inhibition, % at 3.7 µM; AID 743269;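 active means inhibition above the screen-wide mean plus 3 SD, cut at about 13% in these data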;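 further: signal is the Cy5 over europium emission ratio at 671 and 618 nm; 0% = plate median of compound wells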
# TCR CD3 inh: human TCR-CD3 binding inhibition. TAMRA-labeled TCR probe fluorescence, biochemical. inhibition, % at 9.4 µM. 360,000 compounds, 0.37% hits; in the data active means inhibition above about 19%;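 further: recombinant mutant TCR 2C K166C tagged with TAMRA read by polarization; 0% = receptor in buffer alone and 100% = receptor with positive control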
# SIAE primary: inhibitors of human sialic acid acetylesterase SIAE. inhibition, % at 9.66 µM. 370,000 compounds, 0.69% hits. SIAE FP-Rh probe binding, fluorescence polarization. Q9HAT2;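 active means inhibition above a cutoff: mean of compounds within the control limits plus 3 SD of those, cut at about 17% in these data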;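 further: 0% = plate median of compound wells and 100% = probe without SIAE protein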
# PRMT1 inh: PRMT1 (human) inhibition, primary screen; Q99873; 370,000 compounds, 1.3% hits; recombinant PRMT1, activity-based probe fluorescence polarization; inhibition, % at 2.79 µM;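 active means inhibition above about 21% made by adding two undisclosed values, limit read from the data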
# * hit, by the source's call; x = not tested or not shown. A portion of the library, so the mix of outcomes need not match the whole.
# Below each SMILES – MBD2 inh, HTRA1 inhibitor, ABHD4 inh, TDP2 absorb, NPR2 activator, rCAG RNA binder, LEDGF integ inh, TCR CD3 inh, SIAE primary, PRMT1 inh
CC1=C(C#N)C(c2ccc(O)cc2)C2=C(CCCC2=O)N1 (stereo unspecified)
→ 0, 5, 1, 0, -1, -2, -2, 8, -1, -2
Cc1ccc(-c2csc3ncnc(SCC(=O)O)c23)cc1
→ -2, -3, 1, 4, 2, 1, 6, 7, -2, 3
Clc1ccc(OCCOCCOc2cccc3cccnc23)c(Br)c1
→ -5, -19, -17, -14, -3, -4, -3, 11, -2, 0
CCc1ccc(NC(=O)Cn2nnc(C(=O)NCc3ccc(OC)cc3)c2N)cc1
→ -3, -3, -8, -6, -1, 1, -11, 9, -7, -1
COC(=O)C1=C(N)Oc2c(oc(CO)cc2=O)C1c1ccc(F)cc1 (stereo unspecified)
→ 5, x, 5, 7, 6, -1, -1, -5, 2, 4
COc1cccc(NC(=O)C(=O)NCCc2ccc(F)cc2)c1
→ 4, -1, 8, 1, 6, -1, 2, -1, -3, 0
Cn1nc(C(=O)NNC(=O)CCOc2ccc(C(C)(C)C)cc2)c2ccccc2c1=O
→ 3, -6, -1, -1, 2, 5, 0, 3, -1, -3
O=C1c2cc(S(=O)(=O)N(CCO)CCO)ccc2-c2ccc(S(=O)(=O)N(CCO)CCO)cc21
→ -9, -1, 7, -4, 0, 0, -5, -4, -3, 2
COc1ccc(COn2c(=O)c(C)[n+]([O-])c3ccccc32)cc1OC
→ 3, 3, -24, -9, 3, 5, -4, -3, -4, 6
COc1ccc(N2CC(C(=O)Nc3ccc(F)cc3F)CC2=O)cc1 (stereo unspecified)
→ 4, -4, 4, 2, 0, 0, -1, 4, -2, 0
COc1ccccc1NC1SC(=O)N(c2ccccc2)C1=O (stereo unspecified)
→ -1, -5, 2, 5, 4, 1, -5, 0, 5, 2
O=C(CSc1nc2ccccc2s1)Nc1ccc(Cl)c(C(=O)O)c1
→ 0, -1, -12, 11, 2, 11, 0, -2, 0, 15
Cc1[nH]c(=O)[nH]c(=O)c1/C=N/NC(=O)[C@@H](N)CC(C)C
→ -5, 4, -10, -9, 4, -3, 3, 1, -11, -2
Cc1ccc(SC(C)C(=O)O/N=C(\N)c2ccncc2)cc1 (stereo unspecified)
→ 3, 0, 3, 3, -9, -10, -2, -2, -6, 2
CCc1nc2ccc(C(=O)NCCCn3ccnc3)cn2c1N(CC)C(=O)NCCc1ccccc1
→ 3, x, -3, 1, 0, -2, 0, -5, 6, -4
NS(=O)(=O)c1ccc(CCNC(=O)c2ccc(Cl)c(S(=O)(=O)NCc3ccco3)c2)cc1
→ -1, 3, 2, -14, 1, 9, -7, 1, -5, 4
Cn1c(=O)c2cc(NC(=O)c3ccccc3Cl)c(=O)oc2n(C)c1=O
→ -5, -7, 2, 6, -3, 7, -1, 2, 1, 3
CCc1ccccc1NS(=O)(=O)c1cc2c3c(c1)CCN3C(=O)CC2
→ -2, 5, 0, 5, 1, 1, 2, 2, -1, 0
O=C(Oc1ccc(-c2cnc3ccccc3n2)cc1)c1cc([N+](=O)[O-])ccc1Cl
→ 3, 9, 1, 9, -6, 1, 0, 9, -1, -1
CCn1c(SCc2ccccc2)nc2c1c(=O)[nH]c(=O)n2C
→ 2, -3, 0, 3, -1, 6, 4, 4, -4, 11
O=C(NCCN1CCC(n2c(=O)[nH]c3ccccc32)CC1)c1cccc2c1-c1ccccc1C2=O
→ 5, x, 19, -2, 1, 4, -3, -5, 4, 6
CC(C)c1ccc(OCC(=O)NC(=S)Nc2ccc3c4c(cccc24)CC3)cc1
→ 5, 1, 5, 5, 10, -1, 1, -2, -16, -1
O=C(CN(Cc1ccccc1F)C(=O)Cn1nnc(-c2cccs2)n1)NC1CCCCC1
→ 0, 4, 3, -6, -4, -3, 1, -1, -4, -1
COc1ccc(C(=O)c2c[nH]c(C(=O)NCCCN3CCOCC3)c2)cc1
→ 1, 5, 3, 7, 1, -6, -1, -1, -1, 0
COCCN(CCOC)S(=O)(=O)c1ccc(C(=O)Nc2nc3c(s2)CCc2ccccc2-3)cc1
→ 1, -3, 2, -1, 16, 2, 0, 0, 2, -4
Cc1cccc(NC(=O)c2cc3c(s2)-c2c(C)cccc2OC3)n1
→ -1, -9, 0, 15, 10, 0, -4, -6, -21, 1
O=C(Nc1cccc2c1CCCC2)C1CCN(C(=O)NC2CCCCC2)CC1
→ 0, 2, 3, 2, 5, -2, -1, -5, 1, -3
Cc1nc(CSc2ccc(Cl)cc2)cc(N2CCOCC2)n1
→ 1, -4, 1, -5, -3, -3, 0, -3, -3, -1
CCC(C)Nc1nc(Cl)nc(N(C#N)CN2C(=O)c3ccccc3S2(=O)=O)n1 (stereo unspecified)
→ -1, 1, -2, -2, 16, 1, -1, -1, 5, -1
O=[N+]([O-])c1ccc(SCc2ccco2)cc1N1CCOCC1
→ -2, -1, 0, -8, 10, -2, 4, 2, 0, -1

# Single values from above.
# Reading of COc1cccc(NC(=O)C(=O)NCCc2ccc(F)cc2)c1 in PRMT1 inh: 0
# Reading of O=C(Nc1cccc2c1CCCC2)C1CCN(C(=O)NC2CCCCC2)CC1 in LEDGF integ inh: -1
# Reading of CCc1ccc(NC(=O)Cn2nnc(C(=O)NCc3ccc(OC)cc3)c2N)cc1 in rCAG RNA binder: 1

# Later entries:
# Below each SMILES – MBD2 inh, HTRA1 inhibitor, ABHD4 inh, TDP2 absorb, NPR2 activator, rCAG RNA binder, LEDGF integ inh, TCR CD3 inh, SIAE primary, PRMT1 inh
CN(C)c1ccc(CNC(=O)C2Cc3c(-c4cccc(C(N)=O)c4)ccnc3O2)cc1 (stereo unspecified)
→ 2, x, 7, 14, 1, 2, -2, -5, 5, -1
O=C(N/N=C/C=C\c1ccccc1[N+](=O)[O-])c1cc(-c2ccc3ccccc3c2)n[nH]1
→ -1, -34, -42, -6, 2, 25, -11, 3, -52, -3
Cc1cc2c3c(ccc(C)c3n1)N=CN2c1ccccc1
→ 0, 8, 1, -3, -3, -4, -1, 6, 5, -2
Cc1cc(C(=O)Nc2ncn[nH]2)ccc1[N+](=O)[O-]
→ 1, 3, -4, 3, 0, 5, 3, 6, -4, 2
Oc1ccc(C[C@H]2CNCCN2CC2(c3ccccc3)CC2)cc1
→ -4, 4, -1, 5, -1, 6, 0, 4, 3, -1
C[C@@H]1CN([C@@H](C)CO)S(=O)(=O)c2ccc(Br)cc2O[C@H]1CN(C)C(=O)Cc1cccnc1
→ -3, 2, 1, 6, 1, 0, 0, 1, -7, 1
O=c1[nH]c2ccccc2cc1-c1nnn(-c2ccc(F)cc2)n1
→ -1, -4, 2, -4, 2, 7, -2, 5, -8, -2
Cc1cccc(-c2noc(CN(C)C(=O)COc3ccccc3)n2)c1
→ 2, -8, -2, -8, 4, -8, 3, 5, 1, -3
CN(C)c1ccc(-c2cc([C@H]3[C@@H]4C=CCC[C@@]4(C)C(=O)N3Cc3ccccc3)ccc2F)cc1
→ 3, -21, 0, 2, -4, 11, -1, -1, 5, -2
CSCCC(NC(=O)c1ccccc1Cl)C(=O)N1CCN(C(c2ccccc2)c2ccccc2)CC1 (stereo unspecified)
→ 8, -15, -9, -12, -6, -1, -5, -1, -9, 0
CN(CC(=O)Nc1ccc(OC(F)(F)F)cc1)C(=O)Cc1cccs1
→ 5, 4, -2, 5, 1, 2, -2, -4, 0, 6
CCOC(=O)c1nn(-c2ccc(C)cc2)c(=O)cc1OCC(=O)Nc1cccc(OC)c1
→ -2, 0, 2, 16, 1, -1, 3, 2, 1, -4
O=C(N/N=C/C=C/c1ccco1)/C(=C/c1ccccc1)NC(=O)c1ccccc1
→ -1, 14, 3, -19, -6, 38*, 18*, 0, 8, 30*
Cc1nnc(NC(=O)CSc2nc(CC(C)C)nc3c2c(=O)n(C)c(=O)n3C)s1
→ 3, 4, 0, 6, -21, -3, 4, 2, -3, -1
Cc1c(Cc2ccccc2)sc(NC(=O)C(C)(C)C)c1C(N)=O
→ 3, -2, -4, 2, 10, 0, -4, 3, -5, 6
Cc1ccc(CN(CC2CCCO2)C(=O)CN2C(=O)C(C(C)C)Oc3ccccc32)o1 (stereo unspecified)
→ 1, 1, 13, 2, 2, -1, -3, 0, -1, 32*
O=C(NC1CC1)c1cccc(NC(=O)C2CCCC2)c1
→ 0, 1, 0, -6, 5, 2, -3, 1, -5, 2
COC(=O)Cc1nnc(NC(=O)C(C)C)s1
→ -1, 7, 2, 2, 6, -2, 1, 7, 6, -2
COc1ccc(C(=O)NC2CCN(C(=S)Nc3cccc(C)c3C)CC2)cc1
→ 1, 2, -2, 1, -6, 0, 1, 0, 4, -1
Cc1cc(NC(=O)c2c(-c3c(F)cccc3Cl)noc2C)no1
→ 4, -4, -3, 6, 1, -5, 1, 0, 6, -2
COc1ccc(NC(=O)/C(=C/c2cccnc2)NC(=O)c2cccs2)cc1
→ -2, 1, 2, -9, 1, 1, -3, 2, -4, -1
CCOC(=O)C(c1ccccc1)C(Nc1ccc(F)cc1)c1ccccn1 (stereo unspecified)
→ 7, -1, 2, 1, -7, -6, 3, 2, 3, -3
O=C(CSc1ccccc1[N+](=O)[O-])NC1CCS(=O)(=O)C1 (stereo unspecified)
→ 1, -2, 0, -4, 2, -1, -6, -4, -7, 2
C=CCOC(=O)N[C@H](c1ccc(-c2ccccc2)cc1)[C@H](C)/C=C/CC(=O)OC
→ -2, x, -9, 10, -7, 0, 1, x, -6, -4
COC(=O)c1cc(C(=O)OC)cc(N2C(=O)CC(N3CCN(c4ccccc4)CC3)C2=O)c1 (stereo unspecified)
→ 0, -7, 1, -2, 5, 13, -2, 1, -1, 3
O=C(NCCCn1ccnc1)c1ccccc1F
→ 2, -1, 2, 7, -1, -3, -4, -8, 14, -2

# Of the compounds above, these contain two or more sulfur atoms:
# Below each SMILES – MBD2 inh, HTRA1 inhibitor, ABHD4 inh, TDP2 absorb, NPR2 activator, rCAG RNA binder, LEDGF integ inh, TCR CD3 inh, SIAE primary, PRMT1 inh
Cc1ccc(-c2csc3ncnc(SCC(=O)O)c23)cc1
→ -2, -3, 1, 4, 2, 1, 6, 7, -2, 3
O=C1c2cc(S(=O)(=O)N(CCO)CCO)ccc2-c2ccc(S(=O)(=O)N(CCO)CCO)cc21
→ -9, -1, 7, -4, 0, 0, -5, -4, -3, 2
O=C(CSc1nc2ccccc2s1)Nc1ccc(Cl)c(C(=O)O)c1
→ 0, -1, -12, 11, 2, 11, 0, -2, 0, 15
NS(=O)(=O)c1ccc(CCNC(=O)c2ccc(Cl)c(S(=O)(=O)NCc3ccco3)c2)cc1
→ -1, 3, 2, -14, 1, 9, -7, 1, -5, 4
COCCN(CCOC)S(=O)(=O)c1ccc(C(=O)Nc2nc3c(s2)CCc2ccccc2-3)cc1
→ 1, -3, 2, -1, 16, 2, 0, 0, 2, -4
Cc1nnc(NC(=O)CSc2nc(CC(C)C)nc3c2c(=O)n(C)c(=O)n3C)s1
→ 3, 4, 0, 6, -21, -3, 4, 2, -3, -1
O=C(CSc1ccccc1[N+](=O)[O-])NC1CCS(=O)(=O)C1 (stereo unspecified)
→ 1, -2, 0, -4, 2, -1, -6, -4, -7, 2
